From PubChem BioAssay
DDE Tn7 FP inh: inhibitors of Tn7 peptide binding to fibrin DD(E), primary screen, biochemical, fluorescence polarization, human fibrin, Tn7 probe | AID 720508, 2013 | actives 0.13% (n = 370,000) | inhibition, % at 8.3 µM | FP displacement of FITC-Tn7 peptide from fibrin DD(E); 0% = median of compound wells per plate | Fibrinogen beta chain (Homo sapiens), P02675;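 active = inhibition above the mean of compounds falling within the control limits plus 3 SD of them, cut at about 14% in these data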;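 also: 0% = plate median of compound wells and 100% = 10 µM Aha-Tn7 peptide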
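assay system = human clot-derived fibrin DD(E) complex | quantity = Fibrin-DD(E) at 2 µM final | timing = 10 min preincubation, 3 h with tracer, room temperature | signal = fluorescence polarization | measure = percent inhibition | benchmarks = high control wells with 10 µM unlabelled Aha-Tn7 peptide (full inhibition) | replicates = singlicate testing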
ADAM17 inh: ADAM17 inhibitors, primary screen, biochemical, QFRET | actives 0.83% (n = 370,000) | recombinant ADAM17, EDANS/DABCYL FRET peptide cleavage | inhibition, % at 6.95 µM | Disintegrin and metalloproteinase domain-containing protein 17 (Homo sapiens), P78536 | AID 720648, 2013;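 active = inhibition above the mean of compounds lying between control limits plus 3 SD, set per campaign, cut at about 8.5% in these data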;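 also: 0% = DMSO-only wells as the low control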
Target sequence (P78536 215-824 limits assumed): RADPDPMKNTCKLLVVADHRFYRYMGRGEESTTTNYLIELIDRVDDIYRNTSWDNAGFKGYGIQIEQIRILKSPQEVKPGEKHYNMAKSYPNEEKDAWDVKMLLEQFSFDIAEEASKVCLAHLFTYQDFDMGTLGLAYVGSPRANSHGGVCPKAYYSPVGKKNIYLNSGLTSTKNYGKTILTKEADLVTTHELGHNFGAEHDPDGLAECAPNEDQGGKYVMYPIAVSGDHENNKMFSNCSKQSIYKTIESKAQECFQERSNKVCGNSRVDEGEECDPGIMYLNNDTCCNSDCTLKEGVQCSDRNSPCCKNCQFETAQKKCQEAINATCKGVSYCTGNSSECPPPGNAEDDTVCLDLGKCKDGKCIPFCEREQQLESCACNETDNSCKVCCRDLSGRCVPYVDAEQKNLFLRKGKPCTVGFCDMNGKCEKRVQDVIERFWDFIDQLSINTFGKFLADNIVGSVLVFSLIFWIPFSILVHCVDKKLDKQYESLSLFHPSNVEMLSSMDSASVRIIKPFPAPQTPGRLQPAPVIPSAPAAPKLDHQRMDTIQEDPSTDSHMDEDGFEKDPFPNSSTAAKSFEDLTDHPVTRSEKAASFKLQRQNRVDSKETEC
Tn6 DDE FP: inhibitors of Tn6 peptide binding to fibrin DD(E), primary screen, biochemical, fluorescence polarization, human fibrin, Tn6 probe | inhibition, % at 8.3 µM | AID 720509, 2013 | Fibrin DD(E) TRITC-Tn6 fluorescence polarization displacement | actives 0.21% (n = 370,000);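 active = inhibition above a per-campaign cutoff: mean of compounds within control limits plus 3 SD, cut at about 15% in these data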;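 also: 0% = median of all compound wells on the plate and 100% = blocking peptide control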
ASAP1 GAP inh: inhibitors of human ASAP1 ArfGAP activity, primary screen, biochemical, fluorescence polarization; ASAP1-stimulated ARF1 GTP hydrolysis, GDP FP detection; inhibition, % at 16.5 µM; actives 0.19% (n = 360,000); in the data active = inhibition above about 25%;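 also: 0% = vehicle with enzyme and substrate and 100% = no enzyme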
ARFGAP1 inh: inhibitors of rat ARFGAP1 GAP activity, primary screen, biochemical, fluorescence polarization, GDP tracer; inhibition, % at 16.5 µM; actives 0.26% (n = 360,000); ADP-ribosylation factor GTPase-activating protein 1 (Rattus norvegicus), Q62848; Arfgap1-stimulated ARF1 GTP hydrolysis, GDP FP detection;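 active = inhibition above a per-plate limit, mean inhibition of low control wells plus 3 SD, cut at about 25% in these data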;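 also: 0% = DMSO wells with enzyme and 100% = wells lacking Arfgap1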
Target sequence (Q62848 1-136 limits assumed): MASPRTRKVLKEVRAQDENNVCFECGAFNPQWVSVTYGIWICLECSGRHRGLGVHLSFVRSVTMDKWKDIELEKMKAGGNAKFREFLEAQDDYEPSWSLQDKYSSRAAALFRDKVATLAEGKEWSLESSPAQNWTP
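Material: truncated rat Arfgap1 GAP domain; Incubation: compound-enzyme preincubation 20 min, reaction 120 min, detection 60 min, 25 °C; Read-out: percent inhibition of Arfgap1-stimulated GTP hydrolysis; Technique: FP, GDP Alexa 633 tracer displaced from anti-GDP antibody, 620/688 nm; Controls: No-Arfgap1 wells (100%) versus DMSO full-reaction wells (0%); Replication: single well per compound.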
PLCg1 inh: PLC-gamma1 enzyme inhibitors, primary screen, biochemical, fluorescence, purified enzyme. 1-phosphatidylinositol 4,5-bisphosphate phosphodiesterase gamma-1 (Homo sapiens), P19174. fluorogenic substrate. inhibition, % at 12.2 µM. actives 0.84% (n = 370,000). AID 720700, 2013; in the data active = inhibition above about 9.5%
PLCb3 inh: human PLC-beta3 inhibitors, primary screen, biochemical, fluorescence | 1-phosphatidylinositol 4,5-bisphosphate phosphodiesterase beta-3 (Homo sapiens), Q01970 | Purified PLC-beta3, fluorogenic substrate | inhibition, % at 12.2 µM | actives 0.18% (n = 370,000) | AID 720704, 2013; in the data active = inhibition above about 11%;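 also: 0% = median of compound wells on plate and 100% = full blocker control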
ADAM10 inh: human ADAM10 inhibitors, primary screen, biochemical, QFRET, HTS. inhibition, % at 7 µM. Disintegrin and metalloproteinase domain-containing protein 10 (Homo sapiens), O14672. actives 0.62% (n = 370,000). AID 720582, 2013. recombinant ADAM10, EDANS/DABCYL FRET peptide cleavage, 3 h;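 active = inhibition above a per-campaign cutoff equal to the mean of compounds falling between control-based bounds plus 3 SD, cut at about 20% in these data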;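 also: 0% = DMSO wells while the 100% control is not disclosed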
TDP2 absorb: human TDP2 enzyme inhibitors, primary screen, biochemical, epi absorbance, recombinant enzyme. T5PNP hydrolysis, p-nitrophenol absorbance 415 nm. inhibition, % at 12.8 µM. actives 0.34% (n = 370,000). AID 720702, 2013;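 active = inhibition above the mean of all tested compounds plus 3 SD, set per campaign, cut at about 25% in these data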;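 also: 0% = DMSO with enzyme and 100% = buffer with substrate but no TDP2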
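test system = human TDP2 enzyme | input = TDP2 enzyme at 120 nM final | medium = 50 mM Tris-HCl pH 7.5 with Mg2+, KCl, DTT, BSA | also added = T5PNP substrate, 5 mM | times = 2 h at 37 °C | technique = epi absorbance | benchmarks = high control without enzyme, low control DMSO plus TDP2 | replication = each compound tested once, singlicate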
SIAE inh: human SIAE inhibitors, primary screen, biochemical, fluorescence polarization, FP-Rh probe, 1536-well HTS. Sialate O-acetylesterase (Homo sapiens), Q9HAT2. inhibition, % at 9.66 µM. SIAE FP-Rh probe binding. actives 0.69% (n = 370,000);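 active = inhibition above a cutoff: mean of compounds within the control limits plus 3 SD of those, cut at about 17% in these data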;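 also: 0% = plate median of compound wells and 100% = probe without SIAE protein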
* hit, by the source's call; nt = no result given.

Value order: DDE Tn7 FP inh	ADAM17 inh	Tn6 DDE FP	ASAP1 GAP inh	ARFGAP1 inh	PLCg1 inh	PLCb3 inh	ADAM10 inh	TDP2 absorb	SIAE inh
COc1ccc2[nH]cc(CCn3ccc(O)c(C/C=C/c4ccccc4)c3=O)c2c1
    4	-2	-8	-3	-8	-1	-4	0	5	5
O=C(COC(=O)CNC(=O)c1ccccc1Cl)Nc1ncc(C(F)(F)F)cc1Cl
    8	0	14	-8	0	-1	2	-3	7	5
CN(CC(O)COCc1cccs1)C1CCCCC1 (stereo not drawn)
    0	-1	-4	10	3	2	3	-2	9	-3
COc1ccc(C(C)(C)C)cc1NC(=O)CCNC(=O)c1ccco1
    11	1	3	16	14	-3	-7	6	5	-5
O=C(NCc1ccc(Cl)cc1)C1CCN(S(=O)(=O)c2cccc3nonc23)CC1
    2	-2	-4	-4	14	0	-9	-6	4	2
CN1C(C(=O)NCc2cccc(Br)c2)CC2Cn3c(nc4ccccc43)C21 (stereo not drawn)
    -1	0	-5	13	-4	2	-1	3	0	-3
CCc1nc2c(OCCOc3ccc(F)cc3)cccn2c1N(C)C(=O)c1ccco1
    -1	-4	-2	1	17	-1	0	-11	0	1
CCC(C)CN1C(=O)CN(S(C)(=O)=O)CC1(C)C(=O)Nc1ccc2c(c1)OCCO2 (stereo not drawn)
    2	-5	3	-3	-17	0	3	-10	2	4
COc1ccc(CCn2c(=N)c(C(=O)NC3CCCCC3)cc3c(=O)n4ccccc4nc32)cc1
    -1	-13	0	-8	-2	-16	-23	-41	0	0
O=C(c1ccc2snnc2c1)N1CCSCC1
    -5	-1	2	-2	7	0	1	-4	5	8
CS(=O)(=O)N1CCCC(C(=O)NCc2cccs2)C1 (stereo not drawn)
    -1	-4	-6	8	3	3	-1	2	-11	-6
CCOC(=O)c1cc(-c2ccc(F)cc2)n(CCC(=O)NC2CCN(Cc3ccccc3)CC2)c1C
    3	-1	-2	3	-1	0	1	5	-6	-9
CCOc1cc(C(=O)Nc2ccc(S(=O)(=O)N3CCOCC3)cc2)cc(OCC)c1OCC
    -2	3	2	-5	-1	1	6	4	-11	-1
COc1ccc(C(NC=O)c2cc(OC)c(OC)cc2Br)cc1OC (stereo not drawn)
    0	0	-1	-3	2	1	3	3	8	-1
O=C(NCC1CCCO1)c1ccc(S(=O)(=O)Nc2ccccc2F)cc1 (stereo not drawn)
    3	0	11	1	-16	5	0	9	-2	-1

Next section (three carried over from the part before).
Value order: DDE Tn7 FP inh	ADAM17 inh	Tn6 DDE FP	ASAP1 GAP inh	ARFGAP1 inh	PLCg1 inh	PLCb3 inh	ADAM10 inh	TDP2 absorb	SIAE inh
CCOc1cc(C(=O)Nc2ccc(S(=O)(=O)N3CCOCC3)cc2)cc(OCC)c1OCC
    -2	3	2	-5	-1	1	6	4	-11	-1
COc1ccc(C(NC=O)c2cc(OC)c(OC)cc2Br)cc1OC (stereo not drawn)
    0	0	-1	-3	2	1	3	3	8	-1
O=C(NCC1CCCO1)c1ccc(S(=O)(=O)Nc2ccccc2F)cc1 (stereo not drawn)
    3	0	11	1	-16	5	0	9	-2	-1
COC(=O)[C@]12C[C@H](CC(=O)NCCC(C)C)C(=O)N(Cc3cccc4ccccc34)C1=C[C@H](C1CCCC1)O[C@@H]2C
    1	5	-3	nt	nt	2	3	16	-5	-2
C=CCOC(=O)C1=C(C)Nc2nnnn2C1c1cccs1 (stereo not drawn)
    -4	0	0	10	-4	0	6	0	1	8
COc1ccccc1CNC(=O)[C@H](C)NC(=O)[C@@H]1Cc2ccccc2CN1
    -4	-2	-2	-12	-8	6	3	4	-11	-8
FC(F)(F)c1cc(Cl)c2nc(-c3ccc(Cl)cc3)c(Cc3ccccc3)n2c1
    -7	1	1	3	2	3	0	2	-5	1
CCN(C(=O)CSc1nnnn1-c1ccc(Cl)cc1)C1CCS(=O)(=O)C1 (stereo not drawn)
    -2	2	7	2	-8	3	-5	-6	3	0
CCOC(=O)C1(Cc2cccc(OC)c2)CCN(Cc2ccc(OC)c(OC)c2)CC1
    5	-1	5	4	-2	2	-1	-3	-6	2
Cc1c(Cl)cccc1NC(=S)N(CCN(C)C)C(C)c1ccccn1 (stereo not drawn)
    10	-3	8	-4	-7	1	-5	-3	-1	-2
Cn1c(NC(=O)c2ccco2)cc(=O)n(C)c1=O
    6	4	4	-7	-16	0	4	1	0	2
CC(c1ccc(F)cc1)n1c(-c2cccs2)n[nH]c1=S (stereo not drawn)
    4	-3	-2	-9	0	-12	-12	-7	3	-1
CN(CC(=O)Nc1ccccc1Br)CC(=O)Nc1ccccc1-c1ccccc1
    0	-3	-4	-1	-4	5	-4	-1	-14	4
CN(CCc1ccccc1)C(=O)c1ccc(NC(=O)Cc2ccc(NC(=O)C3CCN(C(=O)C4CCCC4)CC3)cc2)cc1
    -2	11*	-6	-12	3	10*	5	5	-12	-10
CCOC(=O)N/N=C/c1cn(Cc2ccc(Cl)cc2)c2ccccc12
    -6	4	0	9	12	3	1	4	-16	18*
COc1cc2ccccc2cc1C(=O)Nc1ccc(NC(=O)c2cccs2)cc1
    -4	-13	-3	0	12	-116	-138	-34	-14	-54
COc1ccc(S(=O)(=O)Nc2ccc(NC(C)=O)cc2)cc1OC
    -5	-1	-6	-11	2	2	3	3	-2	4
O=C(CSCc1cc(=O)n2ccsc2n1)Nc1ccc(F)cc1
    7	-1	13	-4	5	-4	-4	-5	-6	2

Value order: DDE Tn7 FP inh	ADAM17 inh	Tn6 DDE FP	ASAP1 GAP inh	ARFGAP1 inh	PLCg1 inh	PLCb3 inh	ADAM10 inh	TDP2 absorb	SIAE inh
CCc1c(C(=O)NCc2ccccc2Cl)[nH]c(C)c1C(C)=O
    -3	0	4	-9	5	1	-1	2	6	-2
O=C(Nc1ccc(C(O)c2ccccc2)cc1)[C@@H]1O[C@H](CO)[C@@H](O)[C@H]1O (stereo partly drawn)
    -2	-3	-9	4	10	8	-5	-28	-2	1
Cc1ccc(C(=O)OC(C)C(=O)Nc2ccc(Cl)cn2)s1 (stereo not drawn)
    -1	-2	7	-6	-11	-1	-4	-11	-1	0
Cc1ccc(C)c(OCCC(=O)OCC(=O)Nc2cc(S(=O)(=O)N3CCOCC3)ccc2C)c1
    8	-1	4	10	15	-1	-7	0	2	-5
C[C@@H]1O[C@H](C2CC2)Cc2[nH]c(=S)[nH]c(=O)c21
    -2	0	-2	0	-3	2	6	3	2	1
Cc1ccc(C(=O)O/N=C\c2ccc(N3CCCCC3)c([N+](=O)[O-])c2)cc1
    2	5	5	-18	0	2	3	10	-13	4
CC1CCN(S(=O)(=O)c2cccc3cccnc23)CC1
    -4	1	-2	-2	6	1	-9	3	9	10
COc1ccc(NC(=O)CSc2ccc(-c3ccccn3)nn2)cc1OC
    1	-1	-2	6	1	1	-3	-11	-3	2
O=C(NCCN1CCCOC1=O)C(=O)NCCN1CCCOC1=O
    8	-5	1	-21	-3	0	-6	2	-12	1
COc1ccc(-n2c(=S)[nH]c3cc(C(=O)NCCCN4CCCC4=O)ccc3c2=O)c(OC)c1
    -3	0	-5	-12	-2	2	3	7	1	-2
C/C(=N\NC(=O)Cc1cc(=O)[nH][nH]1)c1cccc([N+](=O)[O-])c1
    -3	0	-6	16	-6	4	1	-3	2	-1
Cc1ccc(S(=O)(=O)N2CCOCC2)cc1NC(=O)COC(=O)c1ccccc1OCc1c(C)noc1C
    -7	-1	-2	-4	12	1	-3	-4	-3	-3
S=C1NC(C23CC4CC(CC(C4)C2)C3)=CC(c2ccc3c(c2)OCO3)N1 (stereo not drawn)
    -8	-2	-3	6	1	-1	-1	-2	5	7
COc1ccc(NC(=O)Cc2cccc(F)c2)cc1S(=O)(=O)Nc1ccccc1Cl
    5	4	-1	2	-5	-3	-12	5	-6	-15
CC1(C)OC(=O)C(=Cc2ccc(-c3ccc(S(N)(=O)=O)cc3)o2)C(=O)O1
    -11	-24	-2	-2	0	-17	-25	-67	2	-4

Value order: DDE Tn7 FP inh	ADAM17 inh	Tn6 DDE FP	ASAP1 GAP inh	ARFGAP1 inh	PLCg1 inh	PLCb3 inh	ADAM10 inh	TDP2 absorb	SIAE inh
O=C(O)c1ccc(S(=O)(=O)N2CCC(c3nc(-c4ccccc4Cl)no3)CC2)cc1
    -5	-1	5	5	3	4	4	5	-7	2
CCOc1ccc(NS(=O)(=O)c2ccc(NC(=O)c3ccccc3C(=O)O)cc2)cc1
    -1	0	6	-1	10	0	-3	-1	3	-3
Cc1nc(-c2ccc(F)cc2)c(CC(=O)NCC(=O)Nc2ccc(F)c(F)c2)s1
    3	-4	-8	-1	4	-13	-13	-11	3	-5
O=C(COc1ncnc2ccccc12)N1CCOCC1
    -1	-1	2	9	14	2	3	5	2	6
Cc1ccccc1/C=C\c1nc2ccccc2c(=O)[nH]1
    -2	-5	4	-1	5	-16	-11	-34	-2	-6
CC1CCCN(C(=O)CCNC(=O)c2ccccc2Cl)C1 (stereo not drawn)
    -9	0	-1	-5	4	3	-7	-5	-5	0
COCc1cc(C)nc(SCc2ccccc2Cl)c1C#N
    9	-3	-2	-3	-7	1	-7	10	-2	-1
Cc1cc(C)n(-c2nc3ccccc3s2)n1
    -2	2	1	3	-9	1	1	-3	-2	-2
CCOc1ccccc1C(=O)Nc1ccc(NC(=O)c2ccccc2)cc1
    1	-5	4	-3	-3	-2	-6	-4	9	-3
COC(=O)C1[C@H]2SC(C)(C)C(C(=O)OC)N2C(=O)N1Cc1nc2ccccc2s1 (stereo partly drawn)
    7	-5	-9	11	15	-2	-6	1	6	0
O=C(O)C1CC(O)CN1C(=O)c1ccco1 (stereo not drawn)
    2	-1	11	-3	-4	-3	2	-5	3	3
